FadD28 binding: inhibitors of FadD28 bisubstrate probe binding, primary screen, biochemical, fluorescence polarization, single point; Mycobacterium tuberculosis FadD28 fatty-acid-AMP ligase; inhibition, % at 12.5 µM; hit rate 0.22% among 360,000; in the data active means inhibition above about 8.5%, passing the limit was not always enough; inconclusive means no clear call, values can overlap the other calls
PrPC surface inh: inhibitors of human cell surface prion protein PrPC, primary screen, cell-based, TR-FRET; Major prion protein (Homo sapiens), P04156; TR-FRET read-out; inhibition, % at 13.8 µM; hit rate 0.43% among 370,000; AID 720596, 2013; in the data active means inhibition above about 24%; further: 0% = median of the test wells and 100% = reference compound wells
GDH-TPI counter: GDH-TPI coupling enzyme inhibitors, primary screen, artefact control for M. tuberculosis FBA inhibitor project, biochemical, absorbance, full deck; hit rate 1.2% among 360,000; inhibition, % at 4.8 µM; AID 588335, 2011; GDH-TPI coupled enzyme counterscreen, NADH absorbance;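 further: 0% = DMSO wells and 100% = wells lacking the enzyme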
CCHFV vOTU inh: CCHFV vOTU protease inhibitors, primary screen, biochemical, Pep-AMC substrate, fluorescence. Crimean-Congo hemorrhagic fever virus L polyprotein viral ovarian tumor (vOTU) protease …. hit rate 0.55% among 370,000. AID 651958, 2012. inhibition, % at 11.5 µM; further: 0% = vehicle wells with enzyme and 100% = no enzyme wells
FBA Mtb inh: Mtb FBA enzyme inhibitors, primary screen, biochemical, fluorescence, strain H37Rv | purified M. tuberculosis FBA, fluorescence read-out | inhibition, % at 1 µM | hit rate 2.3% among 360,000 | AID 588726, 2011; in the data active means inhibition above about 27%;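 further: 0% = vehicle and 100% = reference inhibitor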
Target sequence (P9WQA3 whole entry, looked up): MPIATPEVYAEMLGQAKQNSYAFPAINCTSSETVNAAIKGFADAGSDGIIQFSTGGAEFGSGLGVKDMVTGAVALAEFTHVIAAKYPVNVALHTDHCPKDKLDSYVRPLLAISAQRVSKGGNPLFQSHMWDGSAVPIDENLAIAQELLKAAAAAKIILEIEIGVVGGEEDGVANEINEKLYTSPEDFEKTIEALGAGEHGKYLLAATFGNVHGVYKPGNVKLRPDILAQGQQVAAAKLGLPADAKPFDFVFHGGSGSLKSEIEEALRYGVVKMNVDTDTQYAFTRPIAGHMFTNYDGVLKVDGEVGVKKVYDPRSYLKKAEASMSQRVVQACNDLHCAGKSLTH
BioA inh: M. tuberculosis BioA enzyme inhibitors, primary screen, biochemical, plate reader, single point, HTS | inhibition, % at 9.99 µM | 7,8-diaminopelargonic acid synthase BioA (Mycobacterium tuberculosis) | purified M. tuberculosis BioA enzyme | AID 602481, 2012 | hit rate 0.096% among 360,000; in the data active means inhibition above about 40%; inconclusive means no clear call, values can overlap the other calls
BoNT-A LC inh2: BoNT/A light chain protease inhibitors, primary screen, biochemical, flow cytometry, MLPCN library. inhibition, % at 10 µM. multiplex microsphere protease substrate cleavage. hit rate 0.17% among 360,000; in the data active means inhibition above about 30%; inconclusive means no clear call, values can overlap the other calls; further: plate controls were buffer without enzyme for full effect and enzyme alone for no effect
BoNT-F LC inh: BoNT/F light chain protease inhibitors, primary screen, biochemical, flow cytometry, MLPCN library. Botulinum neurotoxin type F light chain protease (Clostridium botulinum). Multiplex microsphere protease cleavage assay. inhibition, % at 10 µM. hit rate 0.22% among 360,000. AID 588497, 2011; in the data active means inhibition above about 35%, passing the limit was not always enough; inconclusive means no clear call, values can overlap the other calls; further: plate controls were buffer without enzyme for full effect and enzyme alone for no effect
UGM FP inh: M. tuberculosis UGM enzyme inhibitors, primary screen, biochemical, fluorescence polarization, single point | hit rate 0.06% among 320,000 | purified UGM, fluorescence polarization probe displacement | AID 504406, 2011 | inhibition, % at 10 µM; in the data active means inhibition above about 10%, passing the limit was not always enough; inconclusive means no clear call, values can overlap the other calls
Target sequence (P9WIQ1 whole entry, looked up): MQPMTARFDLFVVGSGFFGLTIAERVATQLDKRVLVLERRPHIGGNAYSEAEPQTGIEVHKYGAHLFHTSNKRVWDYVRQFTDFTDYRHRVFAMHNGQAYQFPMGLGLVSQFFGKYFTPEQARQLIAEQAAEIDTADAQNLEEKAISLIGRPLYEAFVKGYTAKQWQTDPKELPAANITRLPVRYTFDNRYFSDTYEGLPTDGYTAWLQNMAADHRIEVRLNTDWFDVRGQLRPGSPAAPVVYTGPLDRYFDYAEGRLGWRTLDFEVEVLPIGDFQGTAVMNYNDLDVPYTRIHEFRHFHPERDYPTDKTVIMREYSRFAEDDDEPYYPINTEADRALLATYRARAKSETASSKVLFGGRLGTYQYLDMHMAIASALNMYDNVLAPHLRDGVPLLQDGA
* marks the source's active call; other numbers are inactive results; ? = inconclusive; . = not tested or not shown. Unless noted, no stated cut-off is given here; in the data, active means inhibition above about 30%; inactive means the rest. Rows were taken by chance; about 4.8% have a hit in one of these screens.

SMILES	FadD28 binding	PrPC surface inh	GDH-TPI counter	CCHFV vOTU inh	FBA Mtb inh	BioA inh	BoNT-A LC inh2	BoNT-F LC inh	UGM FP inh
COc1ccccc1/C=C/C(=O)Nc1cccc(S(=O)(=O)NC2=NCCCCC2)c1	-7.6	-3	15	11	1	.	-2.2	-4	1.1
CCn1c(SCC(=O)Nc2ccc3c(c2)OCCO3)nnc1C(C)C	.	2	5	4	1	-1.3	0.0	-3	-2.0
CCOC(=O)c1cnc(SCC(=O)Nc2ccc3c(c2)OCCO3)nc1N	-2.7	-2	-4	5	-1	0.9	-0.4	4	-2.5
NC(=O)C1CC(=O)N(c2ccc(OCC(=O)N3CCCC3)cc2)C1 (configuration not stated)	-2.1	5	-7	-6	-1	1.1	-0.2	-6	.
COC(=O)c1cc(NC(=O)CSc2nnc(N)s2)ccc1Cl	-0.9	9	1	-4	4	1.6	0.6	-6	-1.6
O=Nc1[nH]c(=O)c(/C=C(\O)c2ccccc2)nc1NO	-0.8	-17	17	1	-1	0.0	-1.8	-9	3.2
O=C(NCc1ccccc1)c1cc(C2CCCN(S(=O)(=O)c3cccs3)C2)on1 (configuration not stated)	-4.5	11	0	6	-2	-2.0	-0.7	-4	.
COc1ccc(NC(=O)c2cc(Br)c(Br)s2)cn1	-5.6	0	26	-15	-1	.	0.4	-4	1.1
COc1ccc(CN2CCN(Cc3ccc(C(F)(F)F)cc3)CC2)c(OC)c1	-1.1	2	9	-1	3	-1.8	1.1	-6	1.2
CCOc1ccc(C(=O)NCC(=O)NCCSc2ccc(Br)cc2)cc1OCC	-3.7	-6	-1	15	-1	-0.2	0.7	-3	.
O=C(COc1ccc2c3c(c(=O)oc2c1)CCC3)N[C@@H](CSCc1ccccc1)C(=O)O	-4.1	-4	12	0	10	1.1	0.6	6	0.3
CCOc1ccc(NC(=O)CCNS(=O)(=O)c2ccc3c(c2)CCC(=O)N3)cc1	-2.4	1	-1	10	2	.	-0.5	0	2.7
O=C(NC(=S)N1CCOCC1)c1cn(-c2ccccc2)nc1-c1ccc(F)cc1	-0.1	3	1	6	2	-2.0	0.1	6	.
COc1ccccc1C(=O)N/C(=C\c1ccc2c(c1)OCO2)C(=O)NCCc1nc2ccccc2[nH]1	0.0	-14	22	-2	-5	6.1	0.3	0	1.3
CCOc1cccc(/C=N/NC(=S)Nc2cc(S(=O)(=O)N3CCOCC3)ccc2N2CCOCC2)c1O	-1.2	-3	21	11	0	.	-0.6	-3	0.9
O=C(O)CCC(C(=O)O)N1C(=O)C2C3CCC(C3)C2C1=O (configuration not stated)	-1.1	-5	0	-14	0	-0.1	-0.2	0	.
COc1ccc(C2C(C(=O)N3CC(C)CC(C)C3)c3ccccc3C(=O)N2C)cc1 (configuration not stated)	-1.2	-5	0	9	0	0.1	-1.0	7	0.7
O=C(COc1ccccc1C(=O)c1cnn(-c2ccccc2)c1)Nc1ccccc1	-1.2	-3	4	-5	-5	-1.5	0.4	2	-0.1
NC(=O)NC1NC(=O)NC1=O (configuration not stated)	0.5	3	-5	-6	3	0.3	-0.4	-4	-1.5
OC[C@@H]1CN(Cc2ccc(-c3ccccc3)cc2)C[C@H](n2cnc3c(N4CCCC4)ncnc32)O1	-2.0	-7	7	-5	-4	-1.4	-0.2	4	.
Cc1cc(NC(=O)c2csc([C@@H]3O[C@H](CO)[C@H](O)[C@H](O)[C@H]3O)n2)n(C)n1	-2.4	3	0	-13	-2	0.0	0.1	1	.
CCN(CC)S(=O)(=O)c1ccc(NC(=O)Nc2cccc(C(F)(F)F)c2)cc1	-2.1	43*	3	22	0	0.9	.	.	0.2
O=C(COC(=O)C12CC3CC(CC(O)(C3)C1)C2)Nc1ccccc1OC(F)F	-2.6	-3	-5	-4	0	-0.7	0.5	0	-0.6
Cc1cccc(Cn2c(-c3ccc[nH]c3=O)nc3ccccc32)c1	-0.6	-2	12	-73	101*	-0.3	-0.6	29	-0.2
COc1cc(C(CC(=O)O)n2cnnn2)ccc1OC(C)C (configuration not stated)	-2.7	-4	-2	3	-5	-2.6	-0.1	-5	4.4
O=C(O)Cn1nc2c3c(cccc3c1=O)-c1ccccc1-2	-0.6	-5	10	-4	9	-0.4	2.7	-3	3.0
CCOc1ccc2c(c1)C(C)=CC(C)(C)N2S(=O)(=O)c1ccc(F)cc1	0.0	5	5	0	3	-2.7	0.5	-3	2.7
CCn1c(SCC(=O)N/N=C/C=C\c2ccccc2[N+](=O)[O-])nc2ccccc21	0.5	-15	22	5	-1	0.4	?	-2	-2.1
O=c1c(OC2OC(CO)C(O)C(O)C2OC2OC(CO)C(O)C(O)C2OC2OC(CO)C(O)C(O)C2O)c(-c2ccc(O)c(O)c2)oc2cc(O)cc(O)c12 (configuration not stated)	-2.6	2	12	-4	-2	-1.6	-0.5	0	0.1
CCc1oc(C(=O)OC)cc1CSC(=N)N	-2.5	-6	2	12	0	-0.5	1.1	4	0.1

In the list so far, these have a thiophene ring, fused or not:
SMILES	FadD28 binding	PrPC surface inh	GDH-TPI counter	CCHFV vOTU inh	FBA Mtb inh	BioA inh	BoNT-A LC inh2	BoNT-F LC inh	UGM FP inh
O=C(NCc1ccccc1)c1cc(C2CCCN(S(=O)(=O)c3cccs3)C2)on1 (configuration not stated)	-4.5	11	0	6	-2	-2.0	-0.7	-4	.
COc1ccc(NC(=O)c2cc(Br)c(Br)s2)cn1	-5.6	0	26	-15	-1	.	0.4	-4	1.1

(cont.)
SMILES	FadD28 binding	PrPC surface inh	GDH-TPI counter	CCHFV vOTU inh	FBA Mtb inh	BioA inh	BoNT-A LC inh2	BoNT-F LC inh	UGM FP inh
COc1ccc(NS(=O)(=O)N2CCOCC2)cc1	-0.7	7	5	-8	24	-0.7	1.4	4	0.9
Cc1ccccc1-c1nn[nH]n1	-3.9	-3	-12	4	5	-0.6	-5.0	-5	4.8
C/C(=N\NC(=O)c1cccc(Cl)c1)C1C(=O)c2ccccc2C1=O	?	9	17	3	-7	0.4	-0.7	-4	-1.0
CCC(C)NC(=O)c1cn(CC)c2ccc(S(=O)(=O)N(C)C)cc2c1=O (configuration not stated)	-1.0	4	20	8	3	-0.4	-0.5	-2	4.3
CCOC(=O)[C@@H]1[C@H]2COc3ccc(Br)cc3[C@@H]2N2C(=O)N(c3ccc(Cl)cc3)C(=O)[C@]12C	-5.6	1	4	7	2	0.9	0.3	-1	1.4
O=[N+]([O-])c1cc2c(cc1CN1CCN(c3ccccc3)CC1)OCO2	-1.1	2	10	-11	-1	-1.1	2.0	?	1.0
CCCCN1C(=O)C(CC(=O)NCc2ccco2)CC(C(=O)N(C)C)=C1C (configuration not stated)	-1.7	0	5	-1	4	-0.6	-0.6	-5	.
Cc1ccc(OCC(=O)Nc2cccc(S(=O)(=O)N3CCCCCC3)c2)c([N+](=O)[O-])n1	0.2	7	17	0	-1	.	-0.3	-10	1.4
COc1ccc(CN(C)C(=O)c2oc3ccccc3c2CSC)cc1F	-2.6	-1	11	9	0	1.2	-1.8	-10	1.6
Cc1c(C(=O)Nc2ccc3c(c2)OCCO3)oc2ccc(Br)cc12	-2.3	-7	8	7	2	-1.0	-3.1	-10	1.8
COc1cccc(NC(=S)NCc2ccco2)c1	-3.2	10	11	4	-2	-0.2	-0.3	3	1.2
Cc1ccc(NC2CCCN(C(=O)CCN3CCOCC3)C2)cc1C (configuration not stated)	-3.1	5	-3	-2	0	0.4	-2.8	2	0.9
COc1cc(/C=C2\SC(=O)N(CC(=O)Nc3cccc(C)c3)C2=O)ccc1OC(C)C(=O)O (configuration not stated)	81*	-23	18	6	0	1.1	-1.4	?	-1.1
O=C(c1ccc(O)cc1)c1ccc(C(=O)O)c(C(=O)O)c1	-0.6	0	16	1	-2	-1.3	0.6	-2	0.2
CCN(c1ccc(OCC(=O)OCC(=O)c2c(N)n(C)c(=O)n(C)c2=O)cc1)S(=O)(=O)c1ccccc1	-2.5	-5	-3	1	4	-2.2	0.2	-3	-0.9
CC(C)NC(=O)Cn1cc(S(=O)(=O)N2CCCC2)c(S(=O)(=O)N2CCCC2)c1	-2.5	2	1	-6	0	-2.3	-3.1	-2	0.5
CCC1=Nc2cc(C(=O)NCc3ccco3)ccc2Sc2ccc(Cl)cc21	-4.0	7	2	-3	1	.	-0.1	2	0.5
CC(C)(C)c1ccc(S(=O)(=O)NCC(=O)N2CCN(Cc3ccccc3)CC2)cc1	0.1	-5	-3	12	1	1.0	0.4	10	1.7
CCC(=O)NC(=S)NNC(=O)c1ccc(NC(=O)c2ccccc2)cc1	-1.5	-5	15	16	1	1.3	-1.9	-1	2.2
CCOC(=O)C1=C(C)N=c2s/c(=C/c3cccc([N+](=O)[O-])c3O)c(=O)n2C1c1cc(OC)c(OC)c(OC)c1 (configuration not stated)	5.3	-15	10	12	-3	0.5	-4.2	-16	0.8
O=[N+]([O-])c1ccc(N2CCN(CCOCCO)CC2)c([N+](=O)[O-])c1	0.2	-36	12	6	-3	.	0.0	1	2.4
CC1=NN2C(=N)/C(=C\c3ccc(SCc4ccccc4)o3)C(=O)N=C2S1	-4.3	9	1	-6	-7	-2.1	0.0	-10	5.0
CC1=NN(CCC#N)C(=O)/C1=C/c1ccc(N(C)C)cc1	-3.2	-4	2	4	-26	0.7	-1.4	-2	2.5
CNC(=O)COc1ccccc1C(=O)Nc1ccc2c(c1)oc1ccccc12	-1.8	31*	13	-4	8	-2.2	-0.9	-5	-1.3
CCCOc1ccc(F)cc1-c1cc(C(=O)NCc2ccc(F)cc2)[nH]n1	-0.2	-8	5	11	0	-3.6	0.0	1	.
CCCS(=O)(=O)c1nc(S(=O)(=O)c2ccc(C)cc2)c(N2CCN(CC)CC2)s1	0.4	4	7	-9	-3	.	-1.0	9	-1.7
COC(=O)C1=CN(c2ccc(OC)cc2)C=C(C(=O)OC)C1c1ccc([N+](=O)[O-])cc1	-0.5	-4	0	0	1	-0.4	-1.5	-8	1.4
O=C(c1ccc2c(c1)OCO2)C1CCCN(Cc2cn[nH]c2-c2cccc(F)c2)C1 (configuration not stated)	-0.7	-3	-1	-10	1	.	0.3	4	1.0
CC1CC(NC(=O)N(C)C)N(C)C(=O)N1 (configuration not stated)	0.6	2	4	-4	0	-0.9	-0.9	-2	-2.4
Cc1cc(N2CCCC2)nc(SCC(=O)c2ccccc2)n1	0.4	-2	11	4	-2	-0.1	0.3	6	-1.4

3 structures out of the list, arranged by molar mass, descending:
SMILES	FadD28 binding	PrPC surface inh	GDH-TPI counter	CCHFV vOTU inh	FBA Mtb inh	BioA inh	BoNT-A LC inh2	BoNT-F LC inh	UGM FP inh
COc1ccccc1C(=O)N/C(=C\c1ccc2c(c1)OCO2)C(=O)NCCc1nc2ccccc2[nH]1	0.0	-14	22	-2	-5	6.1	0.3	0	1.3
COc1ccc(NC(=O)c2cc(Br)c(Br)s2)cn1	-5.6	0	26	-15	-1	.	0.4	-4	1.1
COc1cccc(NC(=S)NCc2ccco2)c1	-3.2	10	11	4	-2	-0.2	-0.3	3	1.2

Additional records:
SMILES	FadD28 binding	PrPC surface inh	GDH-TPI counter	CCHFV vOTU inh	FBA Mtb inh	BioA inh	BoNT-A LC inh2	BoNT-F LC inh	UGM FP inh
CCOc1ccc(C(=O)Nc2cccc(-c3cc4ccccc4oc3=O)c2)cc1[N+](=O)[O-]	-1.2	-7	32*	16	2	-0.6	-0.7	7	-2.7
CC1=C(C(=O)N2CCOCC2)CC(CC(=O)NC2CCCCC2)C(=O)N1Cc1ccc(F)cc1 (configuration not stated)	-0.7	6	0	6	0	0.1	-0.2	0	.
CCn1c(C)nc2cc(C(=O)N/N=C/c3cccc(OC)c3O)ccc21	-0.6	6	9	7	0	.	0.5	-4	-1.1
COc1ccc(NC(=O)COC(=O)C2CC2)c(OC)c1	-2.0	4	0	-11	0	0.1	.	.	3.2

High-throughput results deposited in PubChem by several laboratories.
